Hsp70 act: Hsp70 transcriptional activators, primary screen, cell-based, HeLa, Hsp70 promoter luciferase, luminescence, 10 µM | HeLa Hsp70 promoter luciferase reporter; scaled: vehicle 0, proteasome-inhibitor control 100% | activation, % at 10 µM | 0.04% of 200,000 active;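 active = activation above the mean across all tested compounds plus 3 SD, cutoff set per campaign, cut at about 5.5% in these data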;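 note: 100% = MG132 at 30 µM as the positive control and 0% = DMSO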
APP 5UTR inh: inhibitors of APP translation via 5'UTR reporter, primary screen, APP 5'UTR luciferase, SH-SY5Y cells; SH-SY5Y APP 5'UTR-luciferase reporter, luminescence; inhibition, % at 2 µM; 0.82% of 190,000 active; AID 1285, 2008;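 active = inhibition above a set limit, derived from the sample mean plus 3 SD, cut at about 45% in these data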; note: values of inactives mirror those of a sister screen read the other way
STAT3 blocker: IL-6 driven STAT3 reporter inhibitors, primary screen, U3A cells, luciferase, luminescence, MLSCN library | IL-6 STAT3-luciferase reporter; host cell line lacks STAT1 | inhibition, % at 5.5 µM | 0.89% of 190,000 active | AID 862, 2007;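 active = inhibition above the mean inhibition across all screened compounds plus 3 SD, cut at about 44% in these data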;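 note: 0% = DMSO only wells and 100% = 100 µM nifuroxazide control wells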
NF-kB expr up: activators of NF-kB expression in neurons, primary screen, cell-based, HTS; human neuronal cells, NF-kB reporter expression; active compounds read high; fold change at 12.5 µM; 1.6% of 190,000 active; in the data active = fold change above about 3.3
RAM network inh: inhibitors of the yeast RAM network, primary screen, dse1pr::URA3 reporter, 5-FOA selection; 1.8% of 190,000 active; S. cerevisiae dse1pr::URA3 reporter, 5-FOA growth OD615, 2 d; analog-sensitive cbk1-as2 kinase mutant strain; inhibition, % at 50 µM;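 active = inhibition above a set limit, 3 SD over mean compound inhibition, cut at about 8.4% in these data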;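 note: 0% = DMSO-only wells with no growth and 100% = 10 µM 1-NA-PP1 full growth; inhibition rescues growth on 5-FOA so higher OD means more RAM inhibition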
STAT1 inh: STAT1 signaling inhibitors, primary screen, cell-based, HTS, luciferase reporter | inhibition, % at 5.5 µM | AID 920, 2007 | NIH 3T3 STAT1-luciferase reporter, IFN-gamma, luminescence | 0.35% of 200,000 active;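 active = inhibition above a set limit, the mean inhibition across all tested compounds plus 3 SD, cut at about 34% in these data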;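 note: 0% = IFN-gamma with DMSO and 100% = IFN-gamma with 300 µM nifuroxazide; values of inactives mirror those of a sister screen read the other way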
FLuc inhib CS: firefly luciferase enzyme inhibitors, primary screen, artefact control for luciferase-based inhibitor screens, biochemical, luminescence, ATPLite | Luciferin 4-monooxygenase (Photinus pyralis), P08659 | 10 min | 1.5% of 200,000 active | inhibition, % at 10 µM | AID 1006, 2008;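 active = inhibition above about 50% when tested at 10 µM, limit read from the data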
Target sequence (P08659 whole entry, looked up): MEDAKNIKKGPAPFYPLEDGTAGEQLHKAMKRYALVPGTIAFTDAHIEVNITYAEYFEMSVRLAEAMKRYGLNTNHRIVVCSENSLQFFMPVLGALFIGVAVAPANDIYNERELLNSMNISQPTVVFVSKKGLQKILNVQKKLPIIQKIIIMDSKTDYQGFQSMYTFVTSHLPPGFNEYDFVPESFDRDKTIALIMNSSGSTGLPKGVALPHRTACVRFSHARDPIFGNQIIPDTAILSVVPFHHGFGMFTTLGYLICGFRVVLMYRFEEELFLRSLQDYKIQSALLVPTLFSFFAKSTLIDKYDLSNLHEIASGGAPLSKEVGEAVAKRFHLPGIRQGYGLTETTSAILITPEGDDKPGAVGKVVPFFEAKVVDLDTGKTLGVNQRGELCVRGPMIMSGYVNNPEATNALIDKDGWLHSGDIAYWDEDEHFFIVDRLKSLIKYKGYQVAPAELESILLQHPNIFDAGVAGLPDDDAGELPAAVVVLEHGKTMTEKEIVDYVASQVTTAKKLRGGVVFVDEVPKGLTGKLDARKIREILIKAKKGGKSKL
STAT1 act: STAT1 signaling activators, primary screen, cell-based, HTS, luciferase reporter. activation (% of control), % at 5.5 µM. NIH 3T3 STAT1-luciferase reporter, IFN-gamma, luminescence; 100% = IFN-gamma alone, no compound. 2.6% of 200,000 active. AID 932, 2007;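 active = activation above the screen-wide mean activation plus 3 SD, cut at about 130% in these data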;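 note: raw ratio to IFN-gamma control signal so 100% means no change and 0% no light; values of inactives mirror those of a sister screen read the other way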
STAT3 act: IL-6 driven STAT3 reporter potentiators, primary screen, U3A cells, luciferase, luminescence, MLSCN library. activation (% of control), % at 5.6 µM. AID 871, 2007. 0.91% of 190,000 active. IL-6 STAT3-luciferase reporter; 100% = signal with IL-6 EC80 alone;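 active = activation above the screen-wide mean of compound activation plus 3 SD, cut at about 130% in these data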;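 note: 0% = background luminescence of wells with medium and substrate only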
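System – human U3A cells carrying STAT3-luciferase construct · Probe or stimulus – Interleukin-6, 33 ng/mL · Schedule – compound 1 h, then IL-6 6 h at 37 °C · Signal – luminescence from STAT3-driven luciferase reporter · Evaluation – percent of IL-6-only median luminescence · Benchmarks – IL-6-only high control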
APP 5'UTR act: activators of APP 5'UTR luciferase reporter, primary screen, SH-SY5Y cells. SH-SY5Y APP 5'UTR luciferase reporter, luminescence; zero percent = DMSO vehicle wells. activation, % at 2 µM. 1% of 190,000 active. AID 1276, 2008;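 active = activation above a set limit, based on mean plus 3 SD of controls, cut at about 140% in these data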; note: values of inactives mirror those of a sister screen read the other way
Starred values were filed as active, the others as inactive; . = no result given.

SMILES	Hsp70 act	APP 5UTR inh	STAT3 blocker	NF-kB expr up	RAM network inh	STAT1 inh	FLuc inhib CS	STAT1 act	STAT3 act	APP 5'UTR act
CC1CCN(C(=O)c2cc3ccccc3c(=O)o2)CC1	-0.4	-13	8	1.1	0.7	-3	-4	102	96	13
O=C(Nc1ccccc1)N(Cc1ccccc1)C1=NCCS1	0.0	-3	9	1.3	-0.1	10	-2	90	96	3
COc1ccc(C(=O)NCCN2CCOCC2)cc1OC	-0.2	4	2	1	-0.9	-4	-3	112	100	-4
O=C(Nc1cccc(F)c1)N1CCCC(CNS(=O)(=O)Cc2ccccc2)C1 (stereo unspecified)	0.0	5	10	1	0.7	-6	-1	104	97	-5
CCOC(=O)CCc1nn(C)c(=O)c2ccccc12	-0.6	4	12	1.4	0.7	-1	-6	101	93	-4
Cc1nnc(SCC(=O)Nc2ccc(Cl)cn2)n1Cc1ccccc1	0.2	2	4	0.97	1.0	1	-1	99	98	-2
O=C(c1ccc(Cn2c(=S)[nH]c3ccc(N4CCOCC4)cc3c2=O)cc1)N1CCN(c2ccc(F)cc2)CC1	-0.2	-46	13	1.3	3.9	-11	-2	109	98	46
C#CCOCCOCCOCCNc1nc(N2CCN(C(=O)C(Cc3ccc(O)cc3)n3cc(C(N)C(C)CC)nn3)CC2)nc(N2CCN(C(=O)C(Cc3ccc(O)cc3)n3cc(C(N)C(C)CC)nn3)CC2)n1 (stereo unspecified)	-0.1	-2	.	1.1	0.2	-10	-5	110	.	2
Cc1nc(N2CCN(Cc3ccc4c(c3)OCO4)CC2)c2cc(-c3ccccc3)sc2n1	-0.3	0	29	1.1	3.3	8	1	91	81	0
CC1CCc2nc3ccc(S(=O)(=O)N4CCC(C(=O)N5CCCCC5)CC4)cc3c(C(=O)O)c2C1 (stereo unspecified)	-0.1	-6	-1	1.2	0.6	1	-10	99	108	6
Cc1ccc(S(=O)(=O)Nc2cc3c(C(=O)Nc4ccccc4)c(C)oc3c3ccccc23)cc1	-0.1	-10	-22	0.81	6.0	21	-6	81	118	10
CS(=O)(=O)N1CCN(c2ccccc2NC(=O)c2ccc(Cl)cc2)CC1	-0.2	17	8	0.98	6.2	2	-10	98	98	-17
O=C(CCNC(=O)Cn1cnc2ccccc2c1=O)NCCC1=CCCCC1	-0.3	-1	8	1.1	1.5	4	-1	97	97	1
COc1cccc(/C=N/n2c(N)c(S(=O)(=O)c3cccs3)c3nc4ccccc4nc32)c1OC	-0.4	0	30	1	2.7	8	-4	93	77	0
CC(=O)c1sc(N/N=C\c2ccc(C)cc2)nc1C	0.3	-111	5	2.4	7.0	-75	-5	166*	98	111
CCCN1C(=O)/C(=C/c2ccc3c(c2)OCO3)NC1=S	0.1	2	12	1.5	0.0	2	-5	96	97	-2
Cc1cc(OCC[N+]2(C)CCCCC2)nc2ccccc12	-0.4	.	-3	1.3	1.1	-4	2	104	109	.
C=CCSc1nnc(NC(=O)COc2ccccc2)s1	-0.2	2	23	1.2	2.8	-7	-3	105	86	-2
CC1CCCN(CCSc2ccc(Cl)cc2)C1 (stereo unspecified)	-0.4	-28	3	1.6	0.7	2	-10	98	99	28
COCCCNC(=S)NNC(=O)c1ccc2c(c1)OCO2	-0.1	0	10	1.4	1.3	-5	-2	104	100	0
CC1CCCC(NS(=O)(=O)c2ccc3c(c2)OCCO3)C1C (stereo unspecified)	-0.3	5	10	0.88	-0.6	6	-1	95	98	-5
O=C(O)CN=C1NC2(CCCC2)Cc2ccccc21	-0.3	14	18	2.1	0.9	2	-6	98	93	-14
Cc1cccc2cn[nH]c12	0.1	18	3	1.4	-0.2	-3	0	102	108	-18
CCC(=O)Nc1nc(-c2ccccc2)nc(SC)c1C(C)=O	-0.2	25	26	1	5.5	1	-6	100	81	-25
Fc1ccc(NC(=S)NCc2ccc3c(c2)OCO3)cc1	-0.1	8	14	0.92	0.6	-5	-7	104	94	-8
COC(=O)c1ccc(CN(c2ccccc2OC)S(=O)(=O)c2cccs2)o1	-0.4	6	-5	0.8	3.6	-2	-1	102	104	-6
OCCNC(=S)NCCc1ccccc1	-0.2	-6	7	0.97	-0.4	13	-2	88	97	6
CC1(C)CC(=O)C2=C(C1)Nc1ncnn1C2c1cccs1 (stereo unspecified)	0.0	-9	2	1.1	-0.1	-2	-3	100	99	9
CN(C)/C=N/c1c(C#N)cnn1-c1nc2ccccc2s1	-0.1	-26	8	0.4	0.4	-19	4	118	99	26
O=C(Cn1cnc2c(nnn2-c2ccc(F)cc2)c1=O)NCC1CCCO1 (stereo unspecified)	-0.1	-10	-3	1.2	-0.9	-1	-1	101	106	10
Cc1ccc(NC(=O)CCC(=O)OCCCC(F)(F)C(F)(F)F)cc1	-0.4	3	-10	1.1	-0.2	-6	-3	106	113	-3
COc1ccc(C)cc1S(=O)(=O)N(CC(=O)Nc1cccc([N+](=O)[O-])c1)c1cc(C)cc(C)c1	0.0	-16	-2	0.99	3.1	-8	-2	100	111	16
CCC(NC(=O)Nc1cc(OC)c(OC)c(OC)c1)(C(F)(F)F)C(F)(F)F	-0.4	-20	-2	0.88	1.3	2	-1	98	104	20
CC(=O)NC1(NC(C)=O)CCN(C)CC1	-0.2	-3	0	0.97	0.2	-1	-7	100	104	3
CN(c1ccc([N+](=O)[O-])cc1C(N)=O)C1CCCCC1	0.1	6	1	1.4	-0.1	0	-11	101	101	-6
Cc1ccc(S(=O)(=O)Oc2ccc(/C=C3\N=C(c4cccc(C)c4)OC3=O)cc2)cc1	-0.2	4	0	1.1	2.4	1	-3	99	100	-4

12 consecutive records already listed, quoted:
SMILES	Hsp70 act	APP 5UTR inh	STAT3 blocker	NF-kB expr up	RAM network inh	STAT1 inh	FLuc inhib CS	STAT1 act	STAT3 act	APP 5'UTR act
Fc1ccc(NC(=S)NCc2ccc3c(c2)OCO3)cc1	-0.1	8	14	0.92	0.6	-5	-7	104	94	-8
COC(=O)c1ccc(CN(c2ccccc2OC)S(=O)(=O)c2cccs2)o1	-0.4	6	-5	0.8	3.6	-2	-1	102	104	-6
OCCNC(=S)NCCc1ccccc1	-0.2	-6	7	0.97	-0.4	13	-2	88	97	6
CC1(C)CC(=O)C2=C(C1)Nc1ncnn1C2c1cccs1 (stereo unspecified)	0.0	-9	2	1.1	-0.1	-2	-3	100	99	9
CN(C)/C=N/c1c(C#N)cnn1-c1nc2ccccc2s1	-0.1	-26	8	0.4	0.4	-19	4	118	99	26
O=C(Cn1cnc2c(nnn2-c2ccc(F)cc2)c1=O)NCC1CCCO1 (stereo unspecified)	-0.1	-10	-3	1.2	-0.9	-1	-1	101	106	10
Cc1ccc(NC(=O)CCC(=O)OCCCC(F)(F)C(F)(F)F)cc1	-0.4	3	-10	1.1	-0.2	-6	-3	106	113	-3
COc1ccc(C)cc1S(=O)(=O)N(CC(=O)Nc1cccc([N+](=O)[O-])c1)c1cc(C)cc(C)c1	0.0	-16	-2	0.99	3.1	-8	-2	100	111	16
CCC(NC(=O)Nc1cc(OC)c(OC)c(OC)c1)(C(F)(F)F)C(F)(F)F	-0.4	-20	-2	0.88	1.3	2	-1	98	104	20
CC(=O)NC1(NC(C)=O)CCN(C)CC1	-0.2	-3	0	0.97	0.2	-1	-7	100	104	3
CN(c1ccc([N+](=O)[O-])cc1C(N)=O)C1CCCCC1	0.1	6	1	1.4	-0.1	0	-11	101	101	-6
Cc1ccc(S(=O)(=O)Oc2ccc(/C=C3\N=C(c4cccc(C)c4)OC3=O)cc2)cc1	-0.2	4	0	1.1	2.4	1	-3	99	100	-4

Additional entries.
SMILES	Hsp70 act	APP 5UTR inh	STAT3 blocker	NF-kB expr up	RAM network inh	STAT1 inh	FLuc inhib CS	STAT1 act	STAT3 act	APP 5'UTR act
O=C(CCC(=O)N1CCN(S(=O)(=O)c2cccc(F)c2)CC1)c1cccs1	-0.2	4	-4	1	1.3	-2	-6	100	106	-4
CCN(CC)C(=O)C1CC(=O)N(c2ccc(F)c(Cl)c2)C1 (stereo unspecified)	-0.2	.	6	0.8	0.1	9	-4	92	100	.
Cc1ccc(C(=O)N2CCN(Cc3ccc4c(c3)OCO4)CC2)o1	-0.1	-12	12	0.98	-0.4	13	-9	88	94	12
CCc1ccc(NC(=O)c2ccc3ncsc3c2)cc1	0.4	-152	-11	6.4*	2.5	-70	45	162*	110	152*
Cc1cc(C)n(C(=O)c2ccc(C)c(S(=O)(=O)N3CCCCC3)c2)n1	-0.2	-19	5	0.96	0.3	-6	-8	105	101	19
CCOC(=O)C1=C(C)NC(=O)NC1c1ccc(OC(=O)c2ccco2)cc1 (stereo unspecified)	-0.5	0	4	1	2.8	5	-9	95	97	0
CC(C)(C)NC(=O)C(c1ccc(F)cc1)N(Cc1ccco1)C(=O)Cn1nnc(-c2cccs2)n1 (stereo unspecified)	0.2	4	-2	1.4	4.0	-2	3	102	105	-4
O=S(=O)(c1ccccc1)c1nc(-c2ccco2)oc1NCCCn1ccnc1	0.1	10	4	1.7	-0.7	2	-2	98	100	-10
CCOc1cccc(OCCNC2CCCC2)c1	-0.4	2	5	1.1	0.9	-11	-3	107	100	-2

No enrichment for hits; about 7.7% have a hit in one of these screens.
